# Source: PubChem (National Center for Advancing Translational Sciences (NCATS))
# LDHA block = inhibitors of human lactate dehydrogenase A; AID 1347041; P00338; 0.15% of 480,000 active; purified LDHA, NADH/diaphorase-resazurin fluorescence; stronger effect = lower value; activity change, % (values are at about 110 or 230 µM); in the data active means activity change below about -30%; inconclusive means mostly about -25% to -30%;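 further: plate controls were DMSO wells for no effect and wells without enzyme for full effect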
#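 LDH5 2 nM; NADH 0.06 mM, pyruvate 0.2 mM; 200 mM Tris pH 7.4, EDTA, Tween-20; 5 min RT. Detection: diaphorase 0.133 mg/mL + resazurin 37 µM, fluorescence ex540/em590 at 0 and 20 min; normalized to enzyme-free and DMSO wells.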
# Active calls of the source: *; ? = inconclusive. An excerpt. The share of hits here may be higher or lower than overall.
no. | canonical_smiles | LDHA block
1 | CCCCCCCCCCCCc1ccc(NC(C)=O)cc1 | 1
2 | CC(C)(C)NC(=O)C(c1ccc(C#N)cc1)n1c(=O)c(-c2ccco2)nc2ccccc21 (centres undefined) | -5
3 | CC(=O)Nc1sc2c(c1-c1ccc(C(F)(F)F)cc1)CCNC2 | 1
4 | COc1ccc(C=O)cc1COc1ccc(-c2ccccc2)cc1 | -2
5 | Cc1nc(-c2ccc(F)cc2)sc1C(=O)N[C@H](C(=O)O)C(C)C | -10
6 | CCCc1nnc(NC(=O)c2ccc3ccccc3n2)s1 | 0
7 | c1ccc(-c2cnc(CSc3nnc(NC4CC4)s3)o2)cc1 | 5
8 | Cc1cc(C)cc(Cn2cc(CN3CC(N4CCN(CCN(C)C)CC4)CS3(=O)=O)nn2)c1 (centres undefined) | 7
9 | CCc1ccc(Nc2ccc3cc(S(=O)(=O)N4CCCC4)ccc3n2)cc1 | 0
10 | Cc1cccc(C(=O)Nc2ccccc2C(=O)NCc2ccccc2)n1 | -2
11 | O=C(Nc1cc(-c2ccccc2)nn1C1CCS(=O)(=O)C1)c1cccs1 (centres undefined) | -1
12 | CCOC(=O)[C@]12CCC=C1N(Cc1ccccc1)C(=O)[C@H](CC(=O)NCc1cccc3ccccc13)C2 | -6
13 | CCn1nc(C(=O)OC(C)C(=O)Nc2cccc3ccccc23)c2ccccc2c1=O (centres undefined) | 11
14 | O=C(NCc1ccccc1)NC(NC(=O)c1ccccc1)(C(F)(F)F)C(F)(F)F | 10
15 | CS(=O)(=O)Nc1ccccc1CNC(=O)CCS(=O)(=O)C1CCCC1 | 1
16 | O=C(C1CN(C(=O)c2nn(-c3ccccc3)c(=O)c3ccccc23)c2ccccc2O1)N1CCOCC1 (centres undefined) | 5
17 | COc1cccc(-c2ccc(=O)n(CC(=O)N3CCc4cc(OC)c(OC)cc4C3)n2)c1 | 16
18 | C=CCOC(=O)C(C#N)c1nc2ccccc2nc1N1CCC(Cc2ccccc2)CC1 (centres undefined) | -4
19 | CCOC(=O)COc1ccc2c(=O)c(Oc3ccc(C(=O)OC)cc3)c(C)oc2c1 | -1
20 | COc1ccc(-c2csc(N3N=C(C)CC3c3cc(OC)c(OC)c(OC)c3)n2)cc1 (centres undefined) | 1
21 | CCOC(=O)c1noc2nc(C)nc(Nc3ccc(CC)cc3)c12 | 7
22 | O=[N+]([O-])c1ccc(C=Nc2cccc3ccccc23)cc1 | 4
23 | Cc1cnc(-c2nc3ccccc3n2C(C(=O)Nc2c(C)cccc2C)C2CC2)cn1 (centres undefined) | -1
24 | CCCCNC(=O)c1cc2cc(Cl)ccc2[nH]1 | 2
25 | Cc1nn(CCC(=O)Nc2ccc(C(C)C)cc2)c(C)c1S(=O)(=O)N1CCC(C)CC1 | -2
26 | CCc1ccc2nc(Nc3nc(CSc4ccc(C)cc4)cc(=O)[nH]3)nc(C)c2c1 | -9
27 | COc1ccc(NC(=O)CCc2c(C)c3ccc(C)cc3oc2=O)cc1 | -2
28 | CCN(CC)S(=O)(=O)c1ccc(OC(C)C)c(NC(=O)c2ccc3c(c2)NC(=O)C(C)S3)c1 (centres undefined) | -14
29 | CC(C)(C)C(=O)[C@@H]1[C@@H](C(=O)c2ccccn2)[C@@]2(C(=O)Nc3ccccc32)[C@H]2c3ccccc3C=CN12 | 64
30 | O=C(c1ccc(F)cc1F)N(Cc1ccco1)C1CC1 | -1
31 | Cc1cc(/C=C/C#N)cc(C)c1Nc1nc(Nc2ccc3n[nH]nc3c2)c2[nH]cnc2n1 | 4
32 | CCCC1CCC(c2ccc(C(=O)Nc3ccc(OC)cc3)cc2)CC1 (centres undefined) | 1
33 | CC(NC(=O)C12CC3CC(CC(Cl)(C3)C1)C2)c1cccc(Cl)c1 (centres undefined) | 4
34 | CCOC(=O)N1CCN(S(=O)(=O)c2cc(OCC)c(C)cc2OCC)CC1 | -18
35 | CCCCn1c(O)c(C2=Nc3ccccc3SC(c3ccc(O)cc3)C2)c(=O)[nH]c1=O (centres undefined) | -25
36 | O=C(Cn1cc(Br)c(=O)[nH]c1=O)N1CCC(C(=O)N2CCCCC2)CC1 | -4
37 | CSCCCNC(=S)NC1CCSc2ccccc21 (centres undefined) | -2
38 | Cc1nnc(SCC(=O)N(C)CCOc2ccc(Br)cc2)n1C | 1
39 | CCCC1CCC(c2ccc(-c3ccc4c(n3)CCC(CCC)C4)cc2)CC1 (centres undefined) | 4
40 | CCCCn1c(SCC(=O)NCc2ccccc2)nc2cc(C(=O)OC)ccc2c1=O | 5
41 | Cc1cc(C)c(NC(=O)CSc2nncn2C)c(Cl)c1 | 0
42 | CCc1ccc(-c2noc(CCC(=O)Nc3nc4ccccc4n3CC)n2)cc1 | 2
43 | Cc1ccccc1-c1cc(=O)c2cc(NC(=O)c3ccncc3)ccc2o1 | -4
44 | Cc1nc2ccncc2nc1C | -23
45 | O=C(Nc1nnc(Cc2ccccc2)s1)c1cc(=O)c2ccccc2o1 | 0
46 | Oc1ccc(Cl)cc1C=Nc1cc(C(F)(F)F)ccc1Oc1ccccc1 | 3
47 | O=C(Nc1ccc(-c2nnnn2C2CC2)cc1)C1CCCC1 | -3
48 | Cc1cccc(C)c1NC(=O)N1CCN(S(C)(=O)=O)CC1 | -1
49 | COc1ccc(C(=O)N2N=C(c3ccsc3)CC2c2ccc3nccnc3c2)cc1 (centres undefined) | 9
50 | COc1ccc(-c2nc(Cn3nnc(C(=O)NCc4ccc(Cl)cc4)c3N)c(C)o2)c(OC)c1 | -9
51 | CCOc1ccc(N(Cc2cc3cc(OC)ccc3[nH]c2=O)C(C)=O)cc1 | -5
52 | CCCNc1nc(-c2cccc(Cl)c2)cs1 | 1
53 | CCCCNC(=O)Nc1ccccc1CC(N)=O | -1
54 | CN1C=Nc2c(ncn2C2CCC(CO)O2)C1O (centres undefined) | -7
55 | O=C(Nc1ccc(F)c(F)c1)c1cc2cc(Br)ccc2oc1=O | -6
56 | Cc1ccc(C(=O)CSc2nnnn2C)cc1C | -5
57 | O=C(CCc1ncc(-c2ccccc2)o1)NCc1ccco1 | 8
58 | CNC12CC3CC(CC(S)(C3)C1)C2 | -17
59 | CCC1CCCCN1S(=O)(=O)c1cc(-c2csc(C)n2)ccc1C (centres undefined) | -3
60 | COc1cccc(C(CNCC(O)CN2CCOCC2)c2c[nH]c3ccccc23)c1OC (centres undefined) | 12

# Ordered by formula weight (highest first): 4 of the compounds above.
no. | canonical_smiles | LDHA block
15 | CS(=O)(=O)Nc1ccccc1CNC(=O)CCS(=O)(=O)C1CCCC1 | 1
45 | O=C(Nc1nnc(Cc2ccccc2)s1)c1cc(=O)c2ccccc2o1 | 0
33 | CC(NC(=O)C12CC3CC(CC(Cl)(C3)C1)C2)c1cccc(Cl)c1 (centres undefined) | 4
58 | CNC12CC3CC(CC(S)(C3)C1)C2 | -17

# Further entries follow.
no. | canonical_smiles | LDHA block
61 | CN(C)S(=O)(=O)c1ccc(Cl)c(C(=O)NCc2ccc(N3CCCC3)nc2)c1 | -6
62 | Cc1nn(C)c(C)c1CNCc1ccc(N2CCOCC2)nc1 | 10
63 | Cc1cccc(C)c1-n1nnnc1C1c2ccccc2C(=O)N1CCCN1CCOCC1 (centres undefined) | -5
64 | C/C(=C/C(=O)C(F)(F)F)N1CCN(c2ccccn2)CC1 | 4
65 | CC(C)n1ncc2c(C(=O)NCc3ccccc3F)c3c(nc21)CCC3 | 6
66 | Cn1c(=O)c2c(nc(NCCCO)n2Cc2cccc(Cl)c2)n(C)c1=O | -5
67 | CC(=O)Nc1sc2c(c1-c1nccs1)CCNC2 | 3
68 | O=C(NCc1ccncc1)c1cccc2cccnc12 | -1
69 | COc1ccc(S(=O)(=O)N2CCC[C@H]2C(=O)Nc2cc(C)on2)cc1Cl | -5
70 | COC(=O)Cn1c(SC(C)C(=O)c2ccc(F)c(F)c2)nc2ccccc2c1=O (centres undefined) | 5
71 | O=C(CCSC1CCc2ccccc2NC1=O)Nc1ccc2c(c1)OCCO2 (centres undefined) | 4
72 | CN(C)C(CNC(=O)Cc1c[nH]c2ccccc12)c1ccccc1 (centres undefined) | -5
73 | FC(F)(F)c1cccc(CSc2cccc3cccnc23)c1 | 0
74 | O=C1COc2ccc(-c3csc(Nc4ccc(F)c(Cl)c4)n3)cc2N1 | 3
75 | Cc1cc2nc(NC3=NCN(CCO)CN3)nc(C)c2cc1C | 5
76 | Cc1nc(SCc2noc(-c3ccccc3O)n2)n(C2CC2)c1C | -6
77 | Cc1cccc(C(C)C)c1NC(=O)c1ccc(CSc2ccccc2)cc1 | -2
78 | CN(CC(=O)NC(=O)NC1CCCC1)Cc1ccc(C(F)(F)F)cc1 | 4
79 | CCc1cc(=O)[nH]c(-n2nc(C)cc2NC(=O)c2cccc3ccccc23)n1 | -15
80 | C/C(=N/NC(=S)NC(C)C)c1ccc(Cl)cc1 | 7
81 | Cc1cc2oc(C(=O)O)c(C)c2cc1C | 4
82 | O=S(=O)(c1ccc(Sc2ccc(Br)cc2)nc1)N1CCCCC1 | -1
83 | COCCn1ccc2nc3ncnn3c(-c3ccccc3)c2c1=O | -9
84 | COc1ccc2[nH]c(=O)c(CN(C(=O)c3ccccc3Cl)c3ccccc3)cc2c1 | 3
85 | COc1cccc(C(=O)Nc2nnc(CCc3ccccc3)s2)c1 | 0
86 | CCOC(=O)C(=O)Nc1ccc(OC)cc1 | 9
87 | CCc1ccc(Nc2nc(-c3ccc4c(c3)CC(=O)N4)cs2)cc1 | -6
88 | O=C(O)Cn1ncc(=O)c2ccccc21 | 2
89 | COc1ccc(-c2c(NC(=O)c3cccc(OC)c3)sc3ccccc3c2=O)cc1 | 11
90 | Cc1cccc(COc2ccc(/C=C(\C#N)c3nc4ccccc4[nH]3)cc2)c1 | 1
91 | CC(C)(C)NC(=S)NN | 1
92 | Nc1ccc(Sc2ccccc2)c(Cl)c1 | 10
93 | CCCCCCCCN1C(=O)[C@H](CC(=O)NCCCN2CCCC2=O)C[C@@]2(C(=O)OCC)CCCC=C12 | 5
94 | CC(C)(C)OC(=O)N/N=C/c1ccc(Cl)c(Cl)c1 | 5
95 | O=S1(=O)CC(N2CCCC2)CN1Cc1cn(Cc2ccc(Cl)cc2)nn1 (centres undefined) | -4
96 | COC(=O)[C@@]12C[C@@H](CC(=O)N3CCCCC3)C(=O)N(Cc3ccc4c(c3)OCO4)C1=CCC(C)(C)C2 | 2
97 | CC[C@H](C)[C@H](NC(=O)c1ccc2nc(-n3cccc3)sc2c1)C(=O)NCc1ccccn1 | -4
98 | Cc1ccc(C(CNC(=O)c2oc3ccc(F)cc3c2C)N(C)C)o1 (centres undefined) | ?
99 | COc1ccc2cc(CN(C)C(C)C(=O)Nc3cc(C)ccc3C)ccc2c1 (centres undefined) | -2
100 | CC1CCN(Cc2cc(=O)oc3ccc(O)cc23)CC1 | 20
101 | O=C(Nc1ccc2c(c1)OCCCO2)c1ccccc1SCc1ccsc1 | 3
102 | Cc1cccc(NC(=O)c2cc3c(s2)CCC3)c1C | 8
103 | Cc1nc2ccc(C(=O)NCc3ccncc3)cc2nc1C | 0
104 | O=c1c2ccccc2cnn1CN1CCN(S(=O)(=O)c2ccc(Cl)cc2)CC1 | 4
105 | CSc1ncccc1C(=O)Nc1cc(S(=O)(=O)N(C)C)cc(C)c1C | -4
106 | c1coc(CN2CCN(Cc3ccc(OCc4ccncc4)cc3)CC2)c1 | 2
107 | c1csc(-c2nnc(COc3ccc(-n4cnnn4)cc3)o2)c1 | -1
108 | O=C(COC(=O)c1cc(=O)c2ccccc2o1)c1ccc(Cl)c(Cl)c1 | -3
109 | COc1cc(F)ccc1-c1ccc(=O)n(CC(=O)N(C)C2CCS(=O)(=O)C2)n1 (centres undefined) | 6
110 | O=C(Nc1ccnn1Cc1ccc(Cl)cc1)c1cc(=O)c2ccccc2o1 | 3
111 | CCOC(=O)c1ccc(Oc2coc3cc(OCc4ccc(C)cc4)ccc3c2=O)cc1 | 1
112 | CCCC(=O)Nc1oc2c(C)cccc2c(=O)c1-c1cc(OC)c(OC)c(OC)c1 | 3
113 | COc1cc(C2CC(=O)Nc3nc(C)[nH]c(=O)c32)cc(OC)c1OC (centres undefined) | 3
114 | O=C(NCc1ccccc1)C1C(c2ccccc2)=Nc2ccccc2N1C(=O)c1cnccn1 (centres undefined) | 5
115 | CC1(C)CC(=O)C2=C(C1)OC1=C(C(=O)CC(C)(C)C1)C2c1cccc(O)c1 | ?
116 | O=C(Cc1cccs1)NC(C(=O)Nc1ccc2c(c1)OCO2)c1ccccc1 (centres undefined) | -1
117 | CCC(C)OC(=O)Cn1nnc2sc3c(c2c1=O)CCCC3 (centres undefined) | 8
118 | Cc1ccc2[nH]c(C)c(CC(=O)NCc3ccco3)c2c1 | 16
119 | Cn1c(NCCCO)nc2c1c(=O)n(Cc1cccc(Cl)c1)c(=O)n2C | -5
120 | CCOc1cc(C(=O)NNC(=S)NCCCOC)cc(OCC)c1OCC | -24

# Following part.
no. | canonical_smiles | LDHA block
121 | Cc1ccc(C(=O)C(C)C(=O)c2ccc(C)cc2)cc1 | 0
122 | CC(C)C[C@H]1COc2cc(N3CCN(Cc4ccccc4F)CC3)ccc2S(=O)(=O)N1 | 0
123 | Cc1ccc(-c2cc(C(=O)Nc3ccccc3F)no2)cc1C | 15
124 | CC(C)(C)CC1CCCN1C(=O)CCc1nc2ccccc2c(=O)[nH]1 (centres undefined) | 3
125 | O=C(c1cnn(-c2ccccc2)c1-n1cccc1)N1CCN(c2ccccc2)CC1 | -1
126 | O=C(COc1ccc2c(c1)CCC2)Nc1ccc(Cl)c([N+](=O)[O-])c1 | 14
127 | O=C(Nc1ccccc1C(=O)NCc1ccccc1)c1cccnc1 | 7

# 2 entries from above, with each value named:
[14] O=C(NCc1ccccc1)NC(NC(=O)c1ccccc1)(C(F)(F)F)C(F)(F)F
  LDHA block: 10

[27] COc1ccc(NC(=O)CCc2c(C)c3ccc(C)cc3oc2=O)cc1
  LDHA block: -2

# 3 entries picked at random from those above:
no. | canonical_smiles | LDHA block
122 | CC(C)C[C@H]1COc2cc(N3CCN(Cc4ccccc4F)CC3)ccc2S(=O)(=O)N1 | 0
121 | Cc1ccc(C(=O)C(C)C(=O)c2ccc(C)cc2)cc1 | 0
123 | Cc1ccc(-c2cc(C(=O)Nc3ccccc3F)no2)cc1C | 15
